T cell HTS: T cell immune modulation candidate. 2C CD8+ T cell-vesicle binding, flow cytometry; hits give low values. calls only at 7 µM. actives 0.068% (n = 330,000). AID 2052;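 active means response, share of CD8 T cells binding vesicles, and their 90th percentile fluorescence all below set limits, cut at about 80% in these data, passing the limit was not always enough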
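Also added: QL9-peptide-loaded Drosophila micro-vesicles bearing Ld, ICAM-1 and B7-1; Test system: purified 2C TCR transgenic mouse naive CD8+ T cells; Measured by: cytometric PE anti-B7-1 and Alexa647 anti-CD8 signals after 1% paraformaldehyde fixation; Timing: binding step 1.5 h, 37 °C, antibody labelling 20 min, ice.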
M1AAP inhibition: malaria alanyl aminopeptidase activity blockers – biochemical, fluorogenic H-Leu-NHMec substrate, 1536-well (AID 1445). inhibition, % at 30 µM; hits with a dose series show IC50 in µM. actives 0.42% (n = 220,000). recombinant M1AAP, H-Leu-NHMec fluorogenic kinetic assay; higher % means a stronger effect;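 active means primary inhibition above the hit cutoff, then over 50% inhibition at one or more dose response concentrations, cut at about 23% in these data, passing the limit was not always enough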;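 further: plate controls were DMSO full reaction for no effect and no enzyme background for full effect; strong numbers were not always called active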
MT stabilizer: stabilizes microtubules in HeLa cells; HeLa tubulin immunostaining HCS, 24 h; share of cells brighter than vehicle mean+2SD; % tubulin-high responders, % at 10 µM; actives 0.83% (n = 200,000);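 active means plate Z-score above 3 for both tubulin-high and condensed-nucleus cell shares, with cell loss under 80%, at 10 µM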;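 further: anti alpha tubulin signal scored within the nucleus-defined area of each cell; some results filed as inactive read as strong as hits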
bCat nuc transl: modulators of beta-catenin nuclear translocation | HeLa beta-catenin nuclear translocation, immunofluorescence imaging | nuclear translocation activity, % at 5 µM | actives 0.3% (n = 190,000);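 active means nuclear translocation activity above 50% at 5 µM, with a well cell count of 50 or more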;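 further: per-cell ratio of nuclear to cytoplasmic median beta-catenin stain intensity; plate controls were DMSO negative control for no effect and GSK-3 inhibitor IX positive control for full effect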
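test system = HeLa cells, endogenous beta-catenin | dosing = single 5 µM dose plus 0.02–20 µM confirmation series | times = compound treatment 24 h, 37°C, 5% CO2 | technique = beta-catenin immunofluorescence imaging with DAPI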
Dynein cargo inh: blocks dynein driven cargo transport along microtubules | z-score, hits read low | AID 1381 | 3617.4 mouse cells, GR-EGFP nuclear translocation imaging; test concentration mostly 20 µM; stimulated with dexamethasone, 1 µM; hits give low values | actives 0.47% (n = 220,000);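 active means plate z-score of nuclear minus cytoplasmic receptor signal below a set negative limit, without overly bright fluorescence or cell loss, cut at about -3.5 in these data, passing the limit was not always enough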;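 further: z-score of nuclear minus cytoplasmic ring GR-EGFP intensity difference per well; some compounds called inactive have numbers as strong as hits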
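Buffer or medium: tetracycline-free induction medium containing charcoal-stripped FBS / Reagent: dexamethasone agonist, 1.0 µM final, for 30 min / Technique: automated 10x imaging of fixed Hoechst-stained cells / Times: induction 48 h, compound 1 h, agonist 30 min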
Yfh1-depleted yeast: mitochondrial function rescue without frataxin homolog – Friedreich's ataxia, plus single-dose screen, dose response (AID 1465). S. cerevisiae Yfh1-off respiration, WST-1 reduction, 72 h; higher fold induction means a stronger effect. fold induction at 50 µM; hits with a dose series show EC50 in µM. actives 0.074% (n = 220,000);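 active means fold induction of absorbance versus untreated yeast above a set limit, then at least 30% activation at any dose in follow-up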;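 further: activators that raise dye reduction in frataxin-depleted yeast; strong numbers were not always called active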
P. falciparum M17LAP: P. falciparum M17LAP inhibitors, primary screen, biochemical, fluorogenic H-Leu-NHMec substrate, 1536-well (AID 1619); recombinant M17LAP, H-Leu-NHMec fluorogenic kinetic assay; higher % means a stronger effect; one-dose inhibition, % at 30 µM; IC50 in µM for titrated hits; actives 0.38% (n = 220,000);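 active means compound inhibiting the enzyme by more than half at any dose during confirmatory dose-response retesting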;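 further: plate controls were full reaction with DMSO carrier for no effect and no enzyme background for full effect; strong numbers were not always called active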
Autophagy HCS: modulators of autophagy; MEF GFP-LC3 puncta imaging; test concentration mostly 10 µM; calls only at 10 µM (by protocol); actives 0.98% (n = 190,000); AID 463193;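 active means percentage of spot-positive cells more than 3 SD above its plate mean, without a fluorescence outlier flag or 80% toxicity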;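 further: spot-positive cell cutoff set from DMSO-treated cells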
WT yeast gro inh: growth inhibition of WT yeast, mitochondrial fusion screen | inhibition, % at 10 µM | mitochondrial fusion phenotypic screen, WT strain | actives 2.1% (n = 190,000) | AID 1362; in the data active means inhibition above about 58%; tested in S. cerevisiae
WT yeast gro inh mutant strain: recorded beside WT yeast gro inh, whose call it bears; inhibition, %; mitochondrial fusion phenotypic screen, mutant strain inhibition
Dynein cargo inh cytoplasmic EGFP: further read-out of Dynein cargo inh, marked with its call; z-score; measured here: cytoplasmic GR-EGFP intensity; hits give high values
Dynein cargo inh nuclear GR-EGFP: recorded beside Dynein cargo inh, whose call it bears; z-score; measured here: nuclear GR-EGFP intensity;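 lower value marks the stronger effect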
Dynein cargo inh cell count: second read-out of Dynein cargo inh, no call of its own (marks repeat the call); z-score; measured here: cell count per field
bCat nuc transl cell count 5 µM: also measured in bCat nuc transl; calls as there; cell count; measured here: cell count, cytotoxicity flag
T cell HTS vesicle-bound %: recorded beside T cell HTS, whose call it bears; double positive events, %; measured here: CD8+ vesicle-bound cell fraction;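 binding gate set so that unloaded-vesicle control wells show 10% double positive cells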
MT stabilizer Hoechst-high %: recorded beside MT stabilizer, whose call it bears; % Hoechst-high responders; measured here: nuclear condensation Hoechst responders;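 share of cells brighter than vehicle mean plus two SD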
MT stabilizer cytotoxicity %: recorded beside MT stabilizer, whose call it bears; toxicity, %; measured here: cytotoxicity by cell density;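 0% = mean cell density of plate MIN control wells and 100% = no cells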
Autophagy HCS cell loss 18 h: also measured in Autophagy HCS; calls as there; toxicity, %; measured here: cell loss, nuclei count;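 cell loss after 18 h compound exposure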
Numbers without * were called inactive; i = inactive; . = no result given.

canonical_smiles	T cell HTS	T cell HTS vesicle-bound %	M1AAP inhibition	MT stabilizer	MT stabilizer Hoechst-high %	MT stabilizer cytotoxicity %	bCat nuc transl	bCat nuc transl cell count 5 µM	Dynein cargo inh	Dynein cargo inh cytoplasmic EGFP	Dynein cargo inh nuclear GR-EGFP	Dynein cargo inh cell count	Yfh1-depleted yeast	P. falciparum M17LAP	Autophagy HCS	Autophagy HCS cell loss 18 h	WT yeast gro inh	WT yeast gro inh mutant strain
COc1ccc(NC(=O)CSc2nc(C)cc(C)n2)c([N+](=O)[O-])c1	i	61.5	.	3.4	1.1	2.0	-0.5	1019	-0.115	-0.28	0.327	0.211	i	.	i	-15.3	-13.1	-9.9
Cc1ccc(NC(=O)Nc2ncccc2C)cc1	i	65.1	19.5%	2.1	1.6	7.2	-0.8	1316	-0.946	-0.149	-0.461	0.256	i	9.2%	i	-2.9	-6.3	1.9
COC(=O)c1cn(-c2ccc(F)cc2)c(=O)c2ccccc12	i	44.4	-1.9%	4.1	1.6	5.0	-3.6	1132	-0.571	-0.318	-0.381	1.11	i	3.6%	i	0.6	-2.6	-5.2
CC(C)c1nc(C#N)c(NN)o1	i	52.3	7.1%	.	.	.	-0.2	1235	0.561	-0.231	0.176	0.0482	i	8.9%	.	.	.	.
C=CCN(CC=C)CCOc1ccc(OC(C)C)cc1	i	59.9	0.1%	3.4	2.2	6.3	0.2	998	0.123	-0.284	0.254	-0.297	i	6.9%	i	-32.9	-2.3	12.8
O=C(CCCNS(=O)(=O)c1cccc2nsnc12)NCCc1ccccc1	i	28.6	11.9%	3.8	2.8	0.2	.	.	-0.463	-0.187	-0.0853	0.782	i	2.9%	i	-15.9	5.3	2.0
Cc1cc(C(=O)OCC(=O)NCc2ccco2)c(C)n1-c1ccccc1	i	30.1	15.6%	24.1*	31.8*	57.4*	94.1*	337*	-1.03	0.599	0.365	-0.125	i	22.0%	i	39.0	-15.6	-15.6
CC1(C)C(=O)NCCN1C(=O)CC1C(=O)NCCN1CC(c1ccccc1)c1ccccc1 (stereo unspecified)	i	18.0	2.1%	.	.	.	0.7	1034	0.492	-0.356	0.553	0.435	i	7.6%	i	-10.7	-16.3	-20.0
Cc1ccc(/C=N/NC(=O)C(c2ccncc2)N2CCOCC2)cc1 (stereo unspecified)	i	21.3	2.2%	.	.	.	-0.3	1290	0.0849	0.468	0.296	-0.0146	i	14.3%	.	.	.	.
Cc1ccc(S(=O)(=O)Nc2ccc(O)c3ncccc23)cc1	i	67.1	-16.9%	10.3	2.6	18.7	58.5*	556*	-0.752	-0.345	-0.147	0.396	i	7.9%	i	11.2	-17.1	10.8
Cc1nn(C)c(C)c1Sc1ccc(Br)cc1	i	34.9	2.7%	3.8	2.9	10.2	-0.2	987	-1.52	-0.327	-0.642	0.452	i	8.6%	i	-6.0	16.1	0.0
CCOc1ccc(NS(=O)(=O)c2ccc(C)c(C(=O)NCCCn3ccnc3)c2)cc1	i	38.2	11.6%	3.8	2.9	6.6	1.5	1024	0.659	-0.0697	0.726	-0.665	i	15.7%	i	1.1	-6.6	4.1
COC(=O)/C(C#N)=C/c1occc1C	i	43.5	16.6%	3.8	3.3	4.5	-3.1	550	-0.912	-0.274	-0.631	0.474	i	17.0%	i	0.6	-11.9	-3.4
CCOc1ccccc1-c1nnc(SCC(=O)NC2CC3CCC2C3)n1CC (stereo unspecified)	i	29.8	5.8%	3.5	0.8	0.8	0.5	1072	-0.633	-0.2	-0.954	0.669	i	7.2%	i	-2.5	7.2	5.0
COc1cccc(NCCC(=O)c2cccc([N+](=O)[O-])c2)c1	i	24.6	-2.6%	1.5	1.7	1.8	-2.6	1039	-0.0929	-0.293	-0.143	0.751	i	-5.5%	i	-26.3	9.8	23.5
CC(=O)Nc1ccc2c(COC(=O)[C@H](C)N3C(=O)C4CCCCC4C3=O)cc(=O)oc2c1 (stereo partly specified)	i	20.9	13.8%	.	.	.	-0.9	1352	0.598	-0.206	0.00833	-0.472	i	-12.6%	.	.	.	.
C=CCNc1sc(C(=O)C(C)(C)C)c(N)c1C#N	i	22.5	8.9%	1.2	2.4	7.7	-0.6	1096	-0.368	-0.262	0.0809	-0.596	i	2.7%	i	-0.1	11.3	9.7
Cc1ccc(C2CC(c3ccccc3Cl)n3nc(N)nc3N2)cc1 (stereo unspecified)	i	30.4	5.7%	4.0	1.4	5.4	-0.3	1098	1.03	-0.0815	0.559	-0.381	i	-3.7%	.	.	3.2	0.1
CN(C)S(=O)(=O)c1ccc(NC(=O)CN2CCCc3ccccc32)cc1	i	53.1	-5.2%	4.3	2.8	9.7	-0.3	993	-0.287	2.27	0.696	-0.247	i	2.8%	i	-7.4	-4.6	0.6
COc1cc(C(=O)N/N=C/c2sc(N3CCOCC3)nc2-c2ccccc2)cc(OC)c1OC	i	30.2	3.1%	2.8	2.5	7.8	-1.2	1141	0.64	-0.339	0.583	0.0204	i	-2.0%	i	3.8	10.6	12.8
Cc1ccc(OCc2nnc(SCC(=O)NCc3ccco3)n2C)cc1	i	6.4	6.7%	2.5	1.7	8.0	5.9	1006	0.559	-0.165	-0.0119	-1.14	i	9.3%	i	11.9	-1.5	11.3
CCOc1cc(/C=C/c2ccc3cccc([N+](=O)[O-])c3n2)ccc1OCC(=O)N(C)C	i	20.4	16.5%	5.6	4.3	4.2	0.6	916	-2.3	-0.0618	-1.33	1.58	i	4.2%	i	-1.7	-7.3	-8.0
CCCCCc1cc(=O)oc2c(C(CCN3CCCC(C)C3)c3ccc(OC)cc3)c(OC)cc(OC)c12 (stereo unspecified)	i	45.3	10.5%	.	.	.	-2.8	1121	-0.556	-0.804	-0.196	0.391	i	1.2%	.	.	.	.
O=C(NNC(=O)c1cc2cc3ccccc3nc2s1)c1cccc(Cl)c1	i	20.0	-1.5%	2.1	1.7	6.8	.	.	0.163	-0.235	-0.653	1.06	i	0.3%	i	2.7	-36.3	-5.1
Nc1nc(-c2ccccc2)cc(-c2ccccc2O)n1	i	32.1	6.4%	1.7	1.1	6.1	-12.4	1370	1.02	0.139	1.33	-2.25	i	0.3%	i	-6.5	-24.5	-13.6
CC(=NCC1CCCO1)C1=C(O)CC(C)(C)CC1=O (stereo unspecified)	i	35.6	2.7%	1.7	2.2	5.9	-1.7	1102	-0.597	-0.243	-0.965	-0.0885	i	1.5%	i	-9.7	-10.0	-13.5
COC(=O)C1CCCN1C(=O)COc1ccc(Br)cc1Cl (stereo unspecified)	i	47.3	10.4%	3.5	2.4	2.9	0.3	574	0.572	-0.266	0.465	-0.541	i	9.1%	i	-12.9	1.4	-12.0
CCN(CC)C(=O)C(C)OC(=O)c1ccc(O)cc1 (stereo unspecified)	i	39.8	8.5%	1.2	1.3	7.9	-7.3	1212	0.166	-0.287	0.426	0.333	i	1.9%	i	2.4	10.2	15.5
CC(C)N(C(=O)CSc1nc2ccccc2n1Cc1ccc(F)cc1)C(C)C	i	41.6	0.9%	2.9	2.4	8.4	1.6	934	1.56	-0.244	0.644	0.884	i	2.1%	i	23.2	13.8	-1.9
CC1CCN(C(=O)CSc2nnc(Cc3cccn3C)n2CCc2ccccc2)CC1	i	45.5	7.2%	4.3	2.6	5.5	-2.0	1168	-0.499	-0.154	0.0554	0.127	i	33.0%	i	-6.9	-11.8	17.2
COC(=O)c1cc(NC(=O)CSC2=NCCS2)cc(C(=O)OC)c1	i	48.5	0.0%	4.9	2.2	8.9	-2.2	904	-0.779	-0.268	0.119	0.495	i	-2.4%	i	8.7	-6.4	1.4
O=C(NC1CC2CCC(C1)N2C(=O)NCc1ccccc1)C1CC1 (stereo unspecified)	i	23.9	-2.6%	5.7	4.4	4.6	0.6	1201	-0.86	-0.24	-0.345	0.527	i	8.5%	i	-17.1	17.7	27.7
COc1ccc2c(c1)cc(C)c1nnc(SCC(=O)N(C)c3nc(-c4ccccc4)cs3)n12	i	33.7	5.7%	8.7	4.6	2.7	-1.4	1002	1.4	-0.184	0.275	-0.561	i	-3.5%	i	-20.4	10.3	17.1
CC(C)=CCN1CCN(Cc2cccn2-c2ncccn2)CC1CCO (stereo unspecified)	i	57.4	3.4%	3.6	2.1	14.1	0.0	1544	-0.0421	-0.211	-0.29	-0.554	i	-1.0%	i	23.0	-20.2	-0.7
O=C(C(Cl)Cl)N1c2ccccc2OCC1c1ccccc1 (stereo unspecified)	i	41.8	6.2%	3.6	1.5	4.5	-5.6	1134	1.88	-0.0711	0.292	-1.62	i	-10.4%	i	6.2	-11.8	-10.3
CSc1ccccc1NC(=O)CN1CCCCC1C (stereo unspecified)	i	39.7	4.2%	2.8	1.7	7.2	-1.2	1110	0.351	-0.0574	0.296	-1.12	i	7.2%	i	0.4	-0.9	-14.5

Screens as filed in PubChem BioAssay.
